p53 reactivator: mutant p53 re-activation in reporter cells | actives 0.063% (n = 320,000) | H1299 p53-A138V BP100-luciferase reporter, luminescence, 24 h | Potency, µM (doses to about 92.2 µM), for the others: top-dose activity change, positive = activation, usual class: activators; also: % of control where 0% means no effect; nearly all actives have a fitted effect of over 45% in size
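H1299 (p53-null), stable ts p53-A138V + BP100-Luc; 1000 cells/well, Opti-MEM/10% FBS; cpd 4 pt, 1:5; 24 h, 37 deg C, 5% CO2; detection reagent 10 min RT; luminescence.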
BRCA1 expr up: increases BRCA1 expression; MCF7-BRCA1-FFLuc reporter, luminescence, 48 h; response scale: scaled: vehicle 0%, 10 µM genistein 100%; Potency, µM (doses to about 46.1 µM), without a hit: at the highest dose activation, actives largely listed as activators; actives 1.1% (n = 380,000); AID 624202; also: nearly all actives have a fitted effect of over 80% in size; some results filed as inactive show a strong effect at the top dose
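Quantitative HTS in MCF7 cells stably reporting BRCA1 expression via firefly luciferase. Compound treatment lasts 48 h at 37 °C in phenol-red free MEM. Activation is expressed relative to genistein at 10 microM and DMSO.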
NPC1 promoter act: activators of NPC1 promoter. Huh7 NPC1 promoter luciferase reporter, 24 h. Potency, µM (doses to about 9.22 µM), for inactives: at the top dose activation, hits mostly activators. actives 2.4% (n = 320,000);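 also: % of control where 0% means no effect; nearly all actives have a fitted effect of over 60% in size; reporter is driven by a mutant NPC1 promoter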
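Luciferase expression driven by the NPC1 promoter was measured in stably transfected Huh7 cells after a 24 h compound incubation, using a luciferase reagent and a luminescence read.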
Rab9 promoter act: activates the Rab9 promoter; Huh7 Rab9 promoter-luciferase reporter, luminescence, 24 h; Potency, µM (highest dose often 9.22 µM), inactives show at the top dose activation, negative = inhibition, usual class: activators; actives 2.8% (n = 320,000); AID 485297; also: % of control where 0% means no effect; nearly all actives have a fitted effect of over 60% in size
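Luminescence read-out: Huh7 cells stably expressing Rab9-luciferase, treated 24 h with compound at 37 °C, then lysed with luciferase reagent for 10 min at ambient before reading.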
CXXC DNA block: MLL CXXC-DNA interaction inhibition. Q03164. MLL-CXXC / FITC-HOXA9 DNA fluorescence polarization. Potency, µM (highest dose often 115 µM), inactives show at the top dose activity change, negative = inhibition, most hits filed as inhibitors. actives 0.037% (n = 290,000). AID 2662; active = well fitted inhibition curve with a large enough effect in the polarisation, with a control signal flat, not every such curve was filed as active; inconclusive = small, poorly fitted or top-dose-only effect, or effect the other way, or a change in a side signal; inactive = no such curve, though single readings can be large or run the other way; the % refers to the polarisation
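Steps: dispense CXXC domain solution (7 uM) → pin compounds or unlabeled HOX-A9 DNA control → 5 min ambient → add FLSN-HOX-A9 solution (50 nM) → spin → 30 min ambient → fluorescence polarization. Tris pH 7.5/NaCl/DTT/BSA buffer.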
ELG1 genotox: genotoxicity induction in ELG1-luciferase HEK293T cells; HEK293T ELG1-luciferase reporter, luminescence, 16 h; Potency, µM (top dose mostly 46 µM), for the others: at the top dose activity change, positive = activation, actives largely listed as activators; actives 1.3% (n = 330,000); AID 504466; also: % of control where 0% means no effect; nearly all actives have a fitted effect of over 60% in size
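Step 1: seed 2,000 HEK293T ELG1-luciferase cells per well. Step 2: add compound or DMSO, incubate 16 hr at 37 °C. Step 3: ONE-Glo, 30 min at room temperature, read luminescence.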
MBNL1-CUG inh: MBNL1-poly(CUG) RNA binding inhibition; Potency, µM (titrated, usually from 57.5 µM), without a hit: at the top dose activity change, negative = inhibition, hits mostly inhibitors; TR-FRET MBNL1-His/biotin-(CUG)12 binding, 665/545 ratio; actives 0.036% (n = 280,000); Q9NR56; active = well fitted inhibition curve with a large enough effect in the signal ratio, with a control signal flat, not every such curve was filed as active; inconclusive = small, poorly fitted or top-dose-only effect, or effect the other way, or a change in a side signal; inactive = no such curve, though single readings can be large or run the other way; the % refers to the signal ratio; also: % is scaled to controls: 0 for no effect and ±100 for the full control effect
Target sequence (Q9NR56 whole entry, looked up): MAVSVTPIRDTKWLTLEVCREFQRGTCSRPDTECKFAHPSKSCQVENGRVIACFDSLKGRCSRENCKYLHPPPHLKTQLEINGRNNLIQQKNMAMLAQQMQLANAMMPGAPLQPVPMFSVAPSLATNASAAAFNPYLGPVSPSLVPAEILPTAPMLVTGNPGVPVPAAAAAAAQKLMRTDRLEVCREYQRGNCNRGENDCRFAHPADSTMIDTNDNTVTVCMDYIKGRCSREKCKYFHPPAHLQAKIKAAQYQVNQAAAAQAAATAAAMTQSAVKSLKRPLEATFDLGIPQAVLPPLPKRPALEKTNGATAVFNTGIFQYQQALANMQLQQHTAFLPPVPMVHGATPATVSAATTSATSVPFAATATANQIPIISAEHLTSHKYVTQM
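TR-FRET readout: Ex 340 nm, 665/545 nm emission ratio, normalized to buffer-only (basal) and MBNL1-(CUG)12 controls. Complex of MBNL1-His with Biotin-(CUG)12, compounds 92 nM–58 uM, incubated 60 min at room temperature.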
RORg inh: inhibitors of mouse ROR gamma transcriptional activity; P51450; Drosophila S2 Gal4-RORgamma UAS-luciferase reporter, 20 h; Potency, µM (top dose mostly 53.6 µM), without a hit: at the highest dose activity change, negative = inhibition, actives largely listed as inhibitors; actives 5.4% (n = 310,000); AID 2551; also: % is scaled to controls: 0 for no effect and ±100 for the full control effect; nearly all actives have a fitted effect of over 60% in size
Target sequence (P51450 whole entry, looked up, the tested form may be a part): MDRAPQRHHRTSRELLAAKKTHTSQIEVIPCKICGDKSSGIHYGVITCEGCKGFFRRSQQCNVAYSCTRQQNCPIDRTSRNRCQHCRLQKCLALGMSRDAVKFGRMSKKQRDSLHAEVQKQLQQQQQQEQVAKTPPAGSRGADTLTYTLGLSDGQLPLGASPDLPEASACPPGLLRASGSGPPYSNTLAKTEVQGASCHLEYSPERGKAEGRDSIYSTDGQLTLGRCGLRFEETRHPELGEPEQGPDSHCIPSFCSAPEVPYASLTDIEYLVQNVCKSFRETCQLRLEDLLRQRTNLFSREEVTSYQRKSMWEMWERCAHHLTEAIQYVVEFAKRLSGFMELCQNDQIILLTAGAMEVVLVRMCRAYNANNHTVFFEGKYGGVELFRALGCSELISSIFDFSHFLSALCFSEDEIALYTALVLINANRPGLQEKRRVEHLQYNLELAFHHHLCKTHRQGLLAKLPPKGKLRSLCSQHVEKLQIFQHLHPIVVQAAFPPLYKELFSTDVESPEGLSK
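A Gal4/UAS one-hybrid system in insect cells: metallothionein-promoter Gal4–ROR gamma fusion plus Photinus luciferase reporter. Copper sulfate 700 uM final, 20 hr ambient incubation, luminescent detection after 10 min with reagent.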
FLuc counter: counter-screen for miR-21 project: firefly luciferase inhibitors or activators; AID 588342; purified FLuc, Km substrates, luminescence inhibition; actives 6.9% (n = 360,000); Potency, µM (series often up to 57.5 µM), for inactives: at the top dose activity change, negative = inhibition, usual class: inhibitors;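 also: plate controls were vehicle for no effect and reference inhibitor for full effect; nearly all actives have a fitted effect of over 55% in size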
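Purified P. pyralis luciferase, 10 nM final, with Km-level 10 uM D-luciferin and 10 uM ATP in 50 mM Tris acetate pH 7.5, 10 mM Mg acetate, 0.01% Tween-20, 0.05% BSA; 6-point qHTS titration about 60 µM downward; luminescence read.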
Gal4-VP16 FLuc: Gal4-VP16 reporter inhibition counter-screen; actives 3.5% (n = 310,000); Drosophila S2 Gal4-VP16 UAS-luciferase, luminescence, 20 h; Potency, µM (top dose mostly 53.6 µM), inactives show at the top dose activity, negative = inhibition, hits mostly inhibitors;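 also: Gal4-VP16 expression switched on by copper sulfate through the metallothionein promoter; % is scaled to controls: 0 for no effect and ±100 for the full control effect; nearly all actives have a fitted effect of over 50% in size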
uPA generation: blocks generation of uPA at the cell surface; actives 0.31% (n = 330,000); cell surface uPA generation assay, qHTS; Potency, µM (doses to about 38.3 µM), without a hit: top-dose activity change, negative = inhibition, hits mostly inhibitors; active = well fitted inhibition curve with a large enough effect; inconclusive = small, poorly fitted or top-dose-only effect; inactive = no such curve, though single readings can be large or run the other way; tested in mouse RAW 264.7 cells; also: % is scaled to controls: 0 for no effect and ±100 for the full control effect; nearly all actives have a fitted effect of over 55% in size
Active calls of the source: *; ? = inconclusive; · = no result given; [ ] = dose if it differs, or a comment. Unless noted, calls follow the shape of the dose curve; as a rule, active = well fitted curve in the direction sought with a large enough effect; inconclusive = small, poorly fitted or top-dose-only effect, or another doubt; inactive = no such curve, though single readings can be large; an effect the other way counts as inactive or inconclusive. Potency is read from the fitted curve at half-maximal effect.

SMILES | p53 reactivator | BRCA1 expr up | NPC1 promoter act | Rab9 promoter act | CXXC DNA block | ELG1 genotox | MBNL1-CUG inh | RORg inh | FLuc counter | Gal4-VP16 FLuc | uPA generation
O=C(c1ccccc1)N(c1ccccc1)C1C=CS(=O)(=O)C1 (stereo not drawn) | 1% | -13% | 2% | 2% | -6% | 0% | -14% | 2% | 3% | -13% | 5%
Cn1c(SCC(=O)N2CCCc3ccccc32)nnc1-c1ccco1 | 1% | -21% | -4% | 4% | 0% | 1% | -10% | -8% | -3% | -1% | -8%
Cc1cccc(-n2c(CCN3C(=O)c4ccccc4C3=O)nc3ccccc3c2=O)n1 | 0% | -24% | 6% | -2% | -2% | -4% | 25% | 1% | -1% | -5%[0.365 µM] | 3%
CN(C)c1ccc(-c2nnn(Cc3ccccc3Br)n2)cc1 | 10% | 70% | ? | ? | -10% | ? | 3% | 2%[10 µM] | 13µM* | 3% | 4%
COc1cc(C(=O)Nc2cccc(NC(=O)c3cccs3)c2)cc(OC)c1OC | 3% | -13% | -7% | -2% | 24% | -3% | -4% | ? | 24µM* | -4% | 1%
O=C(CN1CCN(Cc2ccccc2)CC1)NC(c1ccccc1)c1ccccc1 | -5% | -41% | -7% | -1% | -5% | -1% | -12% | 3% | 2% | 2% | 14%
COc1ccc(CN2CCNC(=O)C2CC(=O)NCCc2nc(C)c(C)s2)cc1C (stereo not drawn) | -14% | -24% | -5% | -1% | 0% | 5% | 8% | 0% | 1% | -4% | -1%
O=C(NCCc1ccc(F)cc1)c1cc2ccccc2oc1=O | -2% | 17% | -5% | -1% | 15% | 26% | 0% | -13% | -3% | 5% | 8%
CC(C)(C)Nc1nc(NN)nc(NC(C)(C)C)n1 | 5% | -67% | -2% | -6% | -10% | -7% | -5% | 7.1µM* | -1% | 20µM* | -5%
COc1ccc(-c2c[n+](CC(=O)OC3CC(C)CCC3C(C)C)c3n2CCC3)cc1 (stereo not drawn) | -1% | -70%[inhibitor] | -36%[inhibitor] | -25% | -5% | -17% | -3% | ? | 5% | 7.9µM* | 6.3µM*
CN(CCn1ccnc1)Cc1cn(-c2ccccc2)nc1-c1ccc2c(c1)OCO2 | -4% | -17% | -3% | -10% | 10% | -1% | -11% | -44% | -3% | -6% | 1%
O=c1[nH]c(NC2CCCCC2)nnc1Cc1ccccc1 | -23% | 2% | -4% | 2% | -18% | 1% | -4% | 11% | 3% | -9% | 1%

Quoted at random: 5 entries already listed
SMILES | p53 reactivator | BRCA1 expr up | NPC1 promoter act | Rab9 promoter act | CXXC DNA block | ELG1 genotox | MBNL1-CUG inh | RORg inh | FLuc counter | Gal4-VP16 FLuc | uPA generation
O=C(c1ccccc1)N(c1ccccc1)C1C=CS(=O)(=O)C1 (stereo not drawn) | 1% | -13% | 2% | 2% | -6% | 0% | -14% | 2% | 3% | -13% | 5%
Cn1c(SCC(=O)N2CCCc3ccccc32)nnc1-c1ccco1 | 1% | -21% | -4% | 4% | 0% | 1% | -10% | -8% | -3% | -1% | -8%
COc1cc(C(=O)Nc2cccc(NC(=O)c3cccs3)c2)cc(OC)c1OC | 3% | -13% | -7% | -2% | 24% | -3% | -4% | ? | 24µM* | -4% | 1%
O=C(CN1CCN(Cc2ccccc2)CC1)NC(c1ccccc1)c1ccccc1 | -5% | -41% | -7% | -1% | -5% | -1% | -12% | 3% | 2% | 2% | 14%
O=C(NCCc1ccc(F)cc1)c1cc2ccccc2oc1=O | -2% | 17% | -5% | -1% | 15% | 26% | 0% | -13% | -3% | 5% | 8%

Next part
SMILES | p53 reactivator | BRCA1 expr up | NPC1 promoter act | Rab9 promoter act | CXXC DNA block | ELG1 genotox | MBNL1-CUG inh | RORg inh | FLuc counter | Gal4-VP16 FLuc | uPA generation
COC(=O)CSc1nc2cc(OC)ccc2cc1C#N | · | ? | 1.4µM* | 1.4µM* | 7% | 1.5µM* | ? | 30% | 9.5µM* | 7% | -5%
COC(=O)c1sccc1NC(=O)c1ccc(Cl)cc1 | -1% | -71% | -12% | 4% | 36%[activator] | 0% | 6% | -3% | -1% | -7% | ?
CC1CCCC(NC(=O)COC(=O)c2ccc(Cl)nc2)C1C (stereo not drawn) | -3% | 2% | -5% | -3% | · | 3% | · | · | 3% | · | 16%
COc1ccc(C(=O)NCc2cccnc2)cc1Br | -3% | 1% | 3% | 0% | -4% | -5% | -5% | 0% | -3% | -3% | -5%
CC(C)Oc1ccc(CCN=C(N)N=C(N)N)cc1Cl | 4% | -19% | 16% | 24% | -16% | 9% | -2% | ? | ? | 27% | -8%
COc1ccc(CSc2nnc(SCc3ccc([N+](=O)[O-])cc3)s2)cc1 | -6% | 0% | 2% | -2% | 1% | 1% | -7% | 4% | -2% | 0% | ·
Cc1ccc(C(=O)Oc2ccc(C(=S)N3CCOCC3)cc2)cc1 | 12% | 7% | -2% | -4%[1.84 µM] | 2% | 1% | 6% | 29% | ? | 4% | -9%
O=C(Cc1c[nH]c2ccccc12)N/N=C/c1ccc(F)cc1 | 5% | -1% | -3% | -6% | -2% | 1% | -5% | 27% | -12% | 4% | 2%
CCOC(=O)C1(Cc2cccc(F)c2)CCN(C(=O)c2cnccn2)CC1 | -1% | -8% | -3% | -4% | 1% | 0% | -3% | 0% | 0% | 5% | 0%
C=CCSc1nnc(NC(=O)c2cn(CC)c3nc(C)ccc3c2=O)s1 | 14% | 8% | -8% | -1% | 16% | 1% | 8% | 0% | 5% | 5% | 0%
Cc1ccc(C(=O)N2CCC(C(=O)NCc3ccco3)CC2)cc1 | 3% | -17% | 4% | 8% | 5% | 1% | 6% | -1% | 1% | 5% | 1%
Cc1ccc(N2C(=O)CS/C2=N\C(=S)Nc2ccccc2)cc1 | 10% | -9% | -4% | -3% | -13% | -1% | 264%[activator] | ? | -1% | -28% | -5%
CC12CCC(C(=O)N3CCN(c4ncccn4)CC3)(c3nc4ccccc4nc31)C2(C)C (stereo not drawn) | 8% | -43% | 0% | -1% | 6% | -22% | 7% | ? | 4% | -4% | -1%
Cc1ccc(NC(=O)CN(C)C(=O)c2ccc(OCc3c(C)noc3C)cc2)cc1 | -3% | -19% | -2% | -1% | · | 0% | · | · | 0% | · | 14%
CCN(CC)S(=O)(=O)c1ccc(Cl)c(C(=O)OC)c1 | -5% | 4% | 0% | -8% | -7% | 0% | 2% | 23% | -1% | -13% | ·
N#CC(C#N)=C1C=C2C=C(N3CCCCCC3)CCC2CC1 (stereo not drawn) | -10% | -16% | -8% | -2% | ? | -8% | ? | ? | -2% | -6% | 5%
CSc1ccc(CN(C)C(=O)c2cc(Cl)c3c(c2)OCCO3)cc1 | -8% | 2% | 5% | -2% | 2% | -4% | 4% | 13% | 1% | 20% | 1%
CC(C)n1c(NCCO)nc2ccccc21 | -2% | -3% | -1% | 1% | -12% | 2% | -2% | 1% | -1% | -6% | -3%
CC(=O)Nc1cccc(NC(=O)COC(=O)C2CC3CCCC(C2)C3=O)c1 (stereo not drawn) | -6% | -19% | -1% | 2% | 18% | 8% | -3% | -14% | 2% | 7% | 10%
COc1ccc(Cl)cc1C(=O)Nc1ccccc1N1CCCCC1 | 5% | -32% | -5% | -7% | 10% | -4% | -4% | 2% | -4% | -3% | 6%
O=C(NC(=S)Nc1ccc2[nH]c(=O)[nH]c2c1)c1cc(Br)ccc1Cl | 1% | -8% | -3% | 4% | 4% | -3% | 3% | -13% | -4% | -4% | -9%
CC(=O)NC(=S)c1c(N)n(Cc2ccccc2)c(=O)n(C)c1=O | -5% | · | -1% | 0% | 2% | -2% | 1% | 2.8µM* | -1% | 2.8µM* | ·
O=C(NC1CCCC1)C1CCC(CNS(=O)(=O)c2cccs2)CC1 (stereo not drawn) | -2% | -5% | 0% | 2% | 1% | 1% | -9% | 16% | -1% | -8% | 5%
CN(Cc1nc2ccccc2s1)C(=O)c1ccc(F)cc1 | 21% | 0% | 6% | 6% | 5% | 16% | -1% | 1% | ? | 7% | 7%
COc1ccc(CCN=C(N)NS(=O)(=O)c2cc(F)ccc2F)cc1 | -7% | 1% | 0% | 0% | -2% | -5% | 5% | -5% | -3% | 5% | -2%

Source: PubChem (National Center for Advancing Translational Sciences (NCATS))

The list is partial, so the mix of outcomes need not match the whole.
